Keap1-Nrf2 PPI: inhibitors of human Keap1-Nrf2 protein-protein interaction; Q14145; Keap1 Kelch-Nrf2 peptide fluorescence polarization, 1536-well; inhibition, % at 9.4 µM; 0.15% of 340,000 active; AID 504523; in the data active means inhibition above about 12%;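 further: human Keap1 Kelch domain with fluorescein labeled Nrf2 9mer peptide probe; 0% = neutral control wells and 100% = peptide positive control; higher means more block of Keap1 binding to Nrf2 peptide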
PKA-R2B activ: activates the human PKA-R2B holoenzyme complex; PKA-R2B holoenzyme dissociation, Cy5-IP20 fluorescence polarization; R2B truncated from residue 108, S112A mutant; 0% DMSO only, 100% 113 µM cGMP; activation, % at 11.4 µM; AID 504700; 0.079% of 340,000 active; P22694+P31323;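 active means activation above a cutoff set at the mean over all compounds plus 3 SD, cut at about 18% in these data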;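 further: higher means more holoenzyme dissociation and a rise in polarization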
Target sequence (P31323 whole entry, looked up, other chains not shown, the tested form may be a part): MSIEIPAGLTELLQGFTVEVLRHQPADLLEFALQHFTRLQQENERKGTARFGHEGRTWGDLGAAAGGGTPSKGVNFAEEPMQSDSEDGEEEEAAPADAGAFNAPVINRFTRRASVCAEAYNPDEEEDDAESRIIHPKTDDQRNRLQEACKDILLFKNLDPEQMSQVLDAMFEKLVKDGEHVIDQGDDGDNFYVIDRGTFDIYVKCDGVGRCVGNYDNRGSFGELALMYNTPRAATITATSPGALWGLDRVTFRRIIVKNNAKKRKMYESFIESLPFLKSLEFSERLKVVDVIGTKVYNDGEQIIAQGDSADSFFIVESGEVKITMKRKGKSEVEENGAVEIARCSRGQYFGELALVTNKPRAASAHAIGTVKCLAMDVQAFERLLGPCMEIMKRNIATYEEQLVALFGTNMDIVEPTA
DAGLB inh: diacylglycerol lipase beta (human) inhibition; AID 504411; HEK293T DAGLB membrane lysate, EnzChek fluorogenic substrate; 0.059% of 340,000 active; inhibition, % at 5.17 µM; in the data active means inhibition above about 34%;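 further: 0% = enzyme with vehicle and 100% = wells lacking enzyme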
NSD2 HMT inh: blocks human histone methyltransferase NSD2 | inhibition, % at 12.5 µM | NSD2 peptide methylation, AlphaScreen, 120 min | 0.54% of 310,000 active | O96028; in the data active means inhibition above about 50%
PvdQ acylase: P. aeruginosa PvdQ acylase inhibition | inhibition, % at 10 µM | purified PvdQ acylase, fluorescence plate reader | AID 488965 | 0.063% of 340,000 active; in the data active means inhibition above about 30%, passing the limit was not always enough;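 further: 0% = vehicle neutral wells and 100% = reference inhibitor wells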
RTF Ca sens inh: cardiac RTF calcium desensitization; 0.12% of 340,000 active; P19429+P45379; AID 493244; IANBD-labeled cardiac RTF, Ca2+ fluorescence; inhibition, % at 7.15 µM;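 active means inhibition above the mean inhibition of all tested compounds plus 3 SD, cut at about 17% in these data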;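 further: assay run at fixed EC70 calcium of 1.6 mM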
SR-BI DiI-HDL act: SR-BI HDL lipid transfer activation; CHO ldlA[mSR-BI] cells, DiI-HDL uptake fluorescence, 3 h; 100 = double the neutral-control signal; activation, % at 12.5 µM; 0.096% of 320,000 active;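 active means mean replicate activation of at least 60% and every replicate at or above 60%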;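 further: 0% = median plate neutral-control signal and 100% = twice that signal; values of inactives mirror those of a sister screen read the other way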
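Test system: SR-BI-overexpressing, LDLR-lacking CHO cells; Medium: Ham's F12 with 0.5% BSA, HEPES 25 mM, pH 7.4; Schedule: 3 h, 37 °C; Technique: bottom-read fluorescence, 550/595 nm.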
LANA DNA inh: inhibitors of KSHV LANA C-terminal domain DNA binding. MBP-C-LANA/FAM-LBS DNA binding, fluorescence polarization. inhibition, % at 9 µM. 0.078% of 340,000 active;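 active means highest replicate inhibition at or above 60% at 9 µM, even if other replicates fall short; inactive means all replicates below 60% inhibition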;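 further: 0% = neutral control wells and 100% = 4 µM acridine orange control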
SR-BI HDL uptake: mouse SR-BI HDL lipid transfer inhibition; Q61009; ldlA[mSR-BI] CHO cells, DiI-HDL uptake fluorescence, 3 h; inhibition, % at 12.5 µM; 0.96% of 320,000 active;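 active means mean replicate inhibition of at least 70% and a set share of replicates each scoring 70 or more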;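 further: 0% = median of neutral control wells and 100% = median of positive control wells; values of inactives mirror those of a sister screen read the other way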
Target sequence (Q61009 whole entry, looked up): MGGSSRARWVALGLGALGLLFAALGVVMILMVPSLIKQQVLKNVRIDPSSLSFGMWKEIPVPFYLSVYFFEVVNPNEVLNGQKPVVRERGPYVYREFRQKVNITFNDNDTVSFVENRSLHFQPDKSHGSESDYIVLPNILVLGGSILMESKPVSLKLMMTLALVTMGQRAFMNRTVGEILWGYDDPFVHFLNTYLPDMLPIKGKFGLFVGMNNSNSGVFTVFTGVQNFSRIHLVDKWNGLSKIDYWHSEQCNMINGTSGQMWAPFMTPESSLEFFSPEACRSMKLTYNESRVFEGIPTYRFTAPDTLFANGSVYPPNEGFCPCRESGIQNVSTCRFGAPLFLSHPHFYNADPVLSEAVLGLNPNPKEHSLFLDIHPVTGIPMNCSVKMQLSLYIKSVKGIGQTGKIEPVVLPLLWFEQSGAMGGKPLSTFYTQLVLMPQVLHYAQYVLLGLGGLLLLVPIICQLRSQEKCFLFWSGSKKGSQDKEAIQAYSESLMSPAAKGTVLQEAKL
Arrestin-AP2 inh: inhibitors of human beta-arrestin and AP2 interaction; FITC-arrestin peptide / GST-AP2 beads, flow cytometry; AP2 beta2 appendage carries R879A mutation; inhibition, % at 10 µM; 0.31% of 340,000 active; AID 504490;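 active means inhibition above a set limit, near 3 SD of compounds lacking own fluorescence, cut at about 54% in these data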;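 further: plate controls were DMSO wells for no effect and 5 µM unlabelled arrestin peptide for full effect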
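test system = AP2 appendage R879A on GSH beads | buffer or medium = PBS plus Tween 20 (0.05%) and BSA (0.1%) | incubation = 12 min plus 1 h, RT | detection = bead flow cytometry, FITC channel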
Starred values were filed as active, the others as inactive; nt = no result given.

Sample of the layout:
SMILES	Keap1-Nrf2 PPI	PKA-R2B activ	DAGLB inh	NSD2 HMT inh	PvdQ acylase	RTF Ca sens inh	SR-BI DiI-HDL act	LANA DNA inh	SR-BI HDL uptake	Arrestin-AP2 inh
CCOC(=O)c1cnc2nc(NCc3ccc(OCc4ccccc4)cc3)[nH]n2c1=O	-2	-13	3	0	-4	-2	38	0.0	-38	-7
CCCCc1nnc(NC(=O)c2ccc3c(=O)n4c(nc3c2)CCC4)s1	-3	2	3	3	-3	0	-4	0.0	4	4

The listing (from the top)
SMILES	Keap1-Nrf2 PPI	PKA-R2B activ	DAGLB inh	NSD2 HMT inh	PvdQ acylase	RTF Ca sens inh	SR-BI DiI-HDL act	LANA DNA inh	SR-BI HDL uptake	Arrestin-AP2 inh
CCOC(=O)c1cnc2nc(NCc3ccc(OCc4ccccc4)cc3)[nH]n2c1=O	-2	-13	3	0	-4	-2	38	0.0	-38	-7
CCCCc1nnc(NC(=O)c2ccc3c(=O)n4c(nc3c2)CCC4)s1	-3	2	3	3	-3	0	-4	0.0	4	4
CCCCCCC1CC(C)(/C(C)=N/NC(N)=O)OC1=O (configuration not stated)	-5	3	0	3	-10	-9	0	-0.4	0	26
CCOc1ccc(NC(=O)c2ccc3c(SCC(=O)O)c4c(nc3c2)CCCC4)cc1	-3	-2	2	9	-13	-1	-15	-0.3	15	7
CC(C)N(CC#CCC(O)(c1ccccc1)c1ccccc1)C(C)C	2	4	-1	0	-2	2	5	1.1	-5	18
CC(=O)NC(=S)Nc1ccc(NC(=O)c2cccs2)cc1	0	-6	0	-2	-6	1	-5	1.1	5	3
CCCN1CCC2(CC1)NC(C(=O)O)Cc1c2[nH]c2ccccc12 (configuration not stated)	-1	5	-2	nt	-12	-13	12	-1.3	-12	-15
Cc1cc(-c2csc(NC(=O)c3ccc(=O)n(C)n3)n2)c(C)n1CC1CCCO1 (configuration not stated)	2	-9	1	nt	-14	2	33	-0.7	-33	-4
Cn1nnnc1SCC(=O)Nc1ccc(Cl)cn1	4	-1	3	32	-9	-9	20	-1.1	-20	-9
C[C@H]1CN(S(=O)C(C)(C)C)[C@H](CCO)/C1=C\c1ccccc1 (some centres not stated)	-5	-14	-2	nt	4	-4	16	0.4	-16	-3
CCOC(=O)C1(Cc2cccc(Cl)c2)CCCN(C(=O)c2cnn(CC)c2)C1 (configuration not stated)	-2	-8	-1	0	5	-1	3	1.4	-3	29
Cc1cc(C)n(CCOc2nonc2N)n1	0	0	-2	20	-11	-10	2	-1.5	-2	-8
CC1(C)C(=O)OC(C(=O)c2ccc(C(C)(C)C)cc2)C(C)(C)C1=O (configuration not stated)	0	-2	-8	2	-12	-5	-35	0.8	35	-6
Cc1cc(C(=O)COc2ccccc2[N+](=O)[O-])c(C)n1-c1cccc(S(=O)(=O)N2CCOCC2)c1	-7	1	0	-1	-13	-12	-3	-0.7	3	0
COc1cc(OC)c(NS(=O)(=O)c2cc3[nH]c(=O)c(=O)[nH]c3cc2C)cc1Cl	1	-4	4	0	-16	-6	-2	-1.7	2	-7
Cc1csc(NC(=O)C2CCN(C(=O)CSc3nnc(C)n3Cc3ccccc3)CC2)n1	0	0	-3	-2	-19	-4	-5	0.2	5	1
CCc1ccc(NC(=O)CN2CCc3ccccc3C2)cc1	2	4	-1	3	2	-1	6	0.5	-6	17
CCc1ccc(C2=NN(CCC(=O)NC3CCCCCC3)C(=O)CC2)cc1	5	-4	2	31	0	2	-2	-1.5	2	17
NC(=S)Cc1nc(-c2ccccc2)cs1	-2	-10	0	2	18	2	-10	-0.3	10	2
CCc1cc2c(NC(Cc3ccccc3)C(=O)O)ncnc2s1 (configuration not stated)	0	-8	0	1	-10	-8	-7	1.0	7	-3
COc1ccccc1/C=N/NC(=O)c1[nH]c(C)c(C(=O)N/N=C/c2ccccc2OC)c1C	-2	5	-1	11	12	-25	-83	3.7	83*	10
C=CCOc1c(Br)cc(/C=C2\SC(=Nc3ccccc3)NC2=O)cc1OC	-4	1	-3	-2	-10	-2	-72	-1.4	72*	4
Cc1cccc(C)c1OCCN1C(=O)NC(C)(c2ccccc2)C1=O (configuration not stated)	-3	6	-2	-1	-9	7	6	0.5	-6	-9
CCN(CC(=O)NCc1ccc(Cl)cc1)C(=O)COc1cccc(C(F)(F)F)c1	1	-7	-4	-1	1	-7	-6	-1.8	6	-6
CCOC(=O)C1CN(S(=O)(=O)c2ccc(F)cc2)C1	-2	1	-3	nt	-5	-5	13	0.9	-13	23
CCc1ccc(C(C(=O)NC2CCCC2)N(Cc2cccnc2)C(=O)c2csnn2)cc1 (configuration not stated)	0	4	1	1	-1	7	11	-0.1	-11	25
CCc1ccc(CN2CCCC(CNC(=O)c3cc(OC)cc(OC)c3)C2)cc1 (configuration not stated)	3	-3	-1	1	-14	2	-13	2.3	13	-11
CCc1cc2c(=O)c(-c3cnn(-c4ccccc4)c3)c(C)oc2c(CN2CCCCC2)c1O	-8	-11	-6	0	-12	-5	-24	-0.4	24	0
CCOC(=O)c1oc2ccc(CNCCO)c(Cl)c2c1C	1	-7	-3	nt	6	-6	7	-1.2	-7	27
COc1ccc2c(c1)[nH]c1c(=O)n(/N=C/c3ccc(OC)c(COc4ccccn4)c3)cnc12	-3	3	-1	-1	-14	-3	20	-0.7	-20	7
CCCCC/C=C\C[C@H](O)/C=C/c1cccc(C[C@H](O)CCCCO)n1	-1	-9	2	nt	4	-1	50	2.2	-5	12
C[C@H](NC(=O)c1ccc(Cl)cc1)C(=O)NCCc1ccc(S(N)(=O)=O)cc1	-4	1	0	2	1	0	17	-0.3	-17	14
COc1cccc(N2CC(=O)N(c3cccc(OC)c3)CC2=O)c1	0	2	-3	-4	0	-1	-3	0.9	3	-2
O=C(Cn1nnc(-c2ccc(Cl)cc2)n1)NC1CC2CCC1C2 (configuration not stated)	-3	2	-5	-2	-12	-12	nt	3.4	nt	-9
Cc1ccc(CN(Cc2ccccn2)C(=O)Nc2ccc(C)c(C)c2)cc1	3	10	-7	-4	-4	-3	2	0.4	-2	-11
Cc1cccc(-c2nn(-c3ccccc3)cc2C(=O)N(C)CC(=O)Nc2ccc(N3CCOCC3)cc2)c1	6	-5	0	1	-8	-2	-10	0.0	10	4
Clc1ccc(/C=N/Nc2ncnc3ccccc23)cc1Cl	0	0	-1	-2	-5	-10	-28	-0.2	28	15
COc1ccc(NC(=S)NC(=O)Cc2ccccc2)cc1	-2	7	-8	0	-20	-16	-4	0.5	4	-3
CCc1cc2cccc(C)c2nc1SCC(=O)NNC(=O)c1ccco1	-2	0	2	nt	1	3	15	0.0	-15	7
CC(=O)c1ccc(NC(=O)c2ccc3snnc3c2)cc1	5	-2	-3	0	0	-2	-37	1.2	37	-15
Cc1ccc(CNC(=O)Cn2cccc2C(=O)c2ccccc2C)cc1	4	-11	-2	-1	-18	-7	23	2.1	-23	-4
Cc1cccc(C)c1NC(=O)c1c(O)c2ccccc2[nH]c1=O	0	-12	1	2	-12	-3	-24	-1.1	24	-3
NC(=O)c1cc(C(=O)c2cccc(Cl)c2Cl)c[nH]1	3	-12	2	-2	-6	-12	27	0.0	-27	11
O=c1cc(CN2CCN(c3cccc(Cl)c3)CC2)c2cc3c(cc2o1)CCCC3	-6	-8	-5	-3	-15	4	-36	-1.1	36	-11
CCCCN(C(=S)Nc1ccccc1)C1CCS(=O)(=O)C1 (configuration not stated)	-11	-5	-4	4	-14	-10	2	-1.2	-2	-2
CC(C)(C)C(=O)NNC(=O)CCCOc1ccc(Cl)cc1Cl	-6	0	2	-1	-15	-1	3	1.2	-3	-4
COc1ccccc1-n1c(C)nnc1SCC(=O)Nc1cccc(C(C)=O)c1	-1	6	-2	-1	-9	-3	-18	-1.8	18	3
c1ccc(-n2nnc3cnccc32)cc1	1	-5	-1	-5	-8	-3	-6	0.0	6	1
O=C(Nc1ccc(F)c(Cl)c1)Nn1cnnc1	4	-5	-1	-2	11	-4	17	-1.0	-17	-1
O=C(Nc1ccccc1C(F)(F)F)c1cc2ncc(CCCl)cn2n1	6	1	-14	0	-6	-5	-8	2.0	8	-6

More structures
SMILES	Keap1-Nrf2 PPI	PKA-R2B activ	DAGLB inh	NSD2 HMT inh	PvdQ acylase	RTF Ca sens inh	SR-BI DiI-HDL act	LANA DNA inh	SR-BI HDL uptake	Arrestin-AP2 inh
Cc1ccc(C(=O)NC2CCCC(C)C2C)cc1S(=O)(=O)N1CCCCC1 (configuration not stated)	2	0	-6	0	0	2	-38	-1.0	38	-4
N#C/C(=C\c1cc(Cl)cc(Cl)c1O)C(=O)NC1CCCCC1	-1	-12	5	6	16	-13	1	2.9	-1	5
CCOC(=O)NCc1ccc2c(c1)OCO2	3	4	0	0	-11	-1	22	0.6	-22	-4
CC(C)Sc1ccccc1C(=O)Nc1ccc2c(c1)n(C)c(=O)n2C	4	-11	-1	0	-8	8	-22	-0.6	22	6
CC(C)(C)c1ccc(C(=O)NCC(=O)OCCN2C(=O)c3ccccc3C2=O)cc1	-1	-6	0	-1	10	0	5	-0.2	-5	-1
Cn1c(/N=C/c2ccccc2[N+](=O)[O-])nc2ccccc21	1	0	-2	4	-18	0	9	-0.2	-9	-5
COc1cccc(NC(=O)CN(C)C(=O)CSCC(=O)Nc2ccc(C)cc2)c1	-2	2	1	-2	-9	-2	-6	0.1	6	-15
Cc1c(O)cc2n(c1=O)-c1ccccc1C2(C)C	-5	-7	-1	-8	-2	-3	2	-0.6	-2	2
NC(=O)C1CCN(C2CC(=O)N(c3ccc(F)c(Cl)c3)C2=O)CC1 (configuration not stated)	4	-7	-1	0	-3	-17	-2	-1.0	2	-2
CCCn1c(N)c(N(CCOC)C(=O)c2cc3c(s2)CCC(CC)C3)c(=O)[nH]c1=O (configuration not stated)	5	5	0	3	-5	2	10	0.2	-10	-10
Cc1cc(C)c[n+](C(C)C(=O)c2ccc(-c3ccccc3)cc2)c1 (configuration not stated)	-1	2	3	1	-4	-13	29	-0.2	-29	4
Cc1c(NC(=S)N/N=C/c2cc([N+](=O)[O-])ccc2O)c(=O)n(-c2ccccc2)n1C	-3	4	9	-3	-6	-8	nt	-1.5	nt	7
COc1ccc(CNC(=O)COC(=O)Cc2ccc(Br)cc2)cc1	-2	-6	-2	17	-1	1	8	0.0	-8	28
CC(OC(=O)c1ccc2ccccc2c1)C(=O)N(C)Cc1ccccc1 (configuration not stated)	-8	-2	-8	-2	12	-3	30	-0.3	-30	3
CCC(C)N=CC1=C(O)C(C(=O)OC)C(C)(C)CC1=O (configuration not stated)	-2	0	2	-2	-15	3	12	0.4	-12	-4
CCC/C=C1/CCCOC(C(=O)NCc2ccccc2)(C(F)(F)F)C1 (configuration not stated)	-6	2	-9	nt	5	5	2	0.2	-2	9

Assay outcomes as filed in PubChem BioAssay.
